LGR2 antag – blocks bursicon-induced cAMP signaling via Drosophila LGR2; inhibition, % at 9.99 µM; HEK293 LGR2, CRE-luciferase, bursicon-stimulated, 4 h; hit rate 0.35% among 380,000; AID 720647;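 active = drop in luminescence signal, shown as inhibition above about 50% in the replicate tests, limit read from the data, passing the limit was not always enough; inconclusive = probably only some replicates passing the limit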;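 also: agonist challenge used bursicon conditioned medium at about half maximal strength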
SIRT5 block – sirtuin-5 (human) deacylase inhibition | Purified SirT5, succinyl-peptide AMC, trypsin-coupled fluorescence | hit rate 1.1% among 330,000 | Q9NXA8 | inhibition, % at 15 µM; in the data active = inhibition above about 15%; inconclusive = no clear call, values can overlap the other calls
Target sequence (Q9NXA8 whole entry, looked up): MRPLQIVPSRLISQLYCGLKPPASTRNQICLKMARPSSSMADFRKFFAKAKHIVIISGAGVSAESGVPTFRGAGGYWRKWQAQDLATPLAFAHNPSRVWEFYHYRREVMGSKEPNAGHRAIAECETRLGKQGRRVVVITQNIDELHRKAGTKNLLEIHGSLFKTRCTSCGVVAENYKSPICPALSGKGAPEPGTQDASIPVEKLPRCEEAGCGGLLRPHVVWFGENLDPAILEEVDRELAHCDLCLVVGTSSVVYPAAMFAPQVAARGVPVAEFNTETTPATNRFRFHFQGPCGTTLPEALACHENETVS
ARNT TACC3 PPI – disruptors of human ARNT/TACC3 interaction | Q9Y6A5 | AlphaScreen His-ARNT PAS-B/GST-TACC3 binding, luminescence; TACC3 fragment carries E629A point mutation | inhibition, % at 9.99 µM | hit rate 0.66% among 390,000 | AID 623870;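 active = mean inhibition of replicates at least 50% and at least half of replicates each reaching 50%; inconclusive = half or more replicates reach 50% but mean below 50%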;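 also: 0% = complete ARNT plus TACC3 wells and 100% = ARNT alone without TACC3; many hits fall short of the cut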
DENV2 CPE – protects cells from dengue virus 2 cytopathic effect; CPE inhibition, % at 9.99 µM; DENV2-infected cells, cytopathic effect rescue, plate reader; hit rate 1.7% among 350,000; in the data active = CPE inhibition above about 20%, passing the limit was not always enough; inconclusive = no clear call, values can overlap the other calls; tested in BHK-21 cells;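 also: 0% = median of neutral control wells and 100% = median of positive control wells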
Casp6 inh – caspase-6 (human) enzyme inhibition; P55212; purified caspase-6, Z-VEID-R110 cleavage fluorescence; inhibition, % at 12.5 µM; hit rate 0.53% among 350,000; AID 686996;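 active = mean inhibition across replicates at least about 35%, with every replicate also reaching that limit, limit read from the data; inconclusive = only one of the two criteria met; inactive = neither criterion met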;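 also: 0% = median of neutral control wells and 100% = no fluorescence left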
Target sequence (P55212 24-179 limits assumed): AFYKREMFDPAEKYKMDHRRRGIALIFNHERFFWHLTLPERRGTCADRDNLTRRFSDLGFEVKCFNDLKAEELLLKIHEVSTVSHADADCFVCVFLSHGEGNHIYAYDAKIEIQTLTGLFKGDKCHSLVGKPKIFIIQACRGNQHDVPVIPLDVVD
Target sequence (P55212 194-293 limits assumed): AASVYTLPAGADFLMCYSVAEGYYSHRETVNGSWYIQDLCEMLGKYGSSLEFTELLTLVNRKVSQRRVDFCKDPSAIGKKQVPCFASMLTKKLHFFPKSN
PAX8 reporter – PAX8 transcriptional activity inhibition; RMG-I TPO-luciferase reporter, SteadyGlo, 24 h; inhibition, % at 12.6 µM; hit rate 1.2% among 360,000; AID 652154;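 active = mean replicate inhibition at least 60% with every replicate also reaching 60%; inconclusive = only one of the two criteria is met; inactive = mean below 60% and not all replicates reaching 60%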;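 also: luciferase light reporting Pax8 driven TPO promoter activity; plate controls were median of neutral control wells for no effect and mitoxantrone controls for full effect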
EWS-Fli inh – inhibitors of EWS/Fli oncoprotein transcriptional activity; A673 NR0B1-luciferase reporter, viability-normalised; hit rate 0.67% among 350,000; inhibition, % at 12.6 µM;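 active = mean inhibition of at least 50% after viability correction, with every replicate also passing that limit; inconclusive = mean reaches 50% but only one of two replicates passes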;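 also: firefly luciferase signal divided by Alamar Blue viability fluorescence both relative to DMSO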
Active calls of the source: *.

What do the screens show for `O=C(C1CCCN(S(=O)(=O)c2cccc3cccnc23)C1)N1CCc2ccccc21` (stereo not given)?
LGR2 antag: -9; ARNT TACC3 PPI: -1; DENV2 CPE: 8; Casp6 inh: 0; PAX8 reporter: 18; EWS-Fli inh: 8

Results for CC1=C(C(=O)Nc2ccccc2C(F)(F)F)C(c2sccc2C)NC(=S)N1 (stereo not given) ?
LGR2 antag: 2; SIRT5 block: 0; ARNT TACC3 PPI: -4; Casp6 inh: 3; PAX8 reporter: 21; EWS-Fli inh: -12

Results for COc1ccc(SCC(=O)Nc2ccc(N3CCN(C)CC3)c(F)c2)cc1 ?
LGR2 antag: 10; SIRT5 block: 1; ARNT TACC3 PPI: 0; DENV2 CPE: 6; PAX8 reporter: 10; EWS-Fli inh: -8

How did O=C(C[C@@H]1CC[C@@H](NC(=O)Nc2ccc3c(c2)OCO3)[C@H](CO)O1)NCc1ccc(F)cc1 do in these assays?
LGR2 antag: 15; SIRT5 block: -1; ARNT TACC3 PPI: -9; DENV2 CPE: 3; Casp6 inh: -2; PAX8 reporter: -2; EWS-Fli inh: -10

What do the screens show for `CC(=O)c1ccc(S(=O)(=O)N2CCC3(CC2)CC(=O)c2ccccc2O3)cc1`?
LGR2 antag: 4; SIRT5 block: 1; ARNT TACC3 PPI: 1; DENV2 CPE: 1; Casp6 inh: -1; PAX8 reporter: -2; EWS-Fli inh: 2

What do the screens show for `C/C(Cl)=C\C[N+](C)(C)CC(=O)OCCc1ccccc1`?
LGR2 antag: -4; SIRT5 block: -3; DENV2 CPE: 3; Casp6 inh: -4; PAX8 reporter: -1; EWS-Fli inh: 14

Results for CC(=O)Nc1cccc(NC(=O)c2c(-c3c(Cl)cccc3Cl)noc2C)c1 ?
LGR2 antag: 4; SIRT5 block: -3; ARNT TACC3 PPI: -7; DENV2 CPE: 3; Casp6 inh: 2; EWS-Fli inh: 9

Results for O=C(Nc1ccccc1F)Nc1ccccc1OC(F)F ?
LGR2 antag: -11; SIRT5 block: 2; ARNT TACC3 PPI: -7; DENV2 CPE: -3; Casp6 inh: 1; PAX8 reporter: 30; EWS-Fli inh: 3

How did O=C(NNC(=O)c1ccccc1O)c1ccc(Br)cc1 do in these assays?
LGR2 antag: -12; SIRT5 block: -1; ARNT TACC3 PPI: 2; DENV2 CPE: -5; Casp6 inh: 1; PAX8 reporter: -41; EWS-Fli inh: -24

How did C[C@@H]1CCCCO[C@@H](CN(C)C(=O)c2ccccc2)[C@H](C)CN([C@@H](C)CO)C(=O)c2cc(NS(C)(=O)=O)ccc2O1 do in these assays?
LGR2 antag: -7; SIRT5 block: -7; ARNT TACC3 PPI: -12; DENV2 CPE: 3; Casp6 inh: -1; PAX8 reporter: 0; EWS-Fli inh: -5

Results for COc1ccc2ccc(O)c(CN3CCN(S(=O)(=O)c4cccc(C(F)(F)F)c4)CC3)c2c1 ?
LGR2 antag: 3; SIRT5 block: -3; ARNT TACC3 PPI: 5; DENV2 CPE: 3; Casp6 inh: -5; PAX8 reporter: 9; EWS-Fli inh: 14

How did O=C(OCc1ccc(F)cc1)c1cc2ccccc2cc1O do in these assays?
LGR2 antag: -7; SIRT5 block: -1; ARNT TACC3 PPI: -1; DENV2 CPE: -2; Casp6 inh: -1; PAX8 reporter: -8; EWS-Fli inh: -7

Results for CCOC(=O)C(NS(=O)(=O)c1ccc(Br)cc1)C(C)C (stereo not given) ?
LGR2 antag: -2; SIRT5 block: 0; ARNT TACC3 PPI: 0; DENV2 CPE: 2; Casp6 inh: 2; EWS-Fli inh: 7

Results for CCOC(=O)C1=C(CC)OC(N)=C(C#N)C1c1ccc(OC)c(OC)c1OC (stereo not given) ?
LGR2 antag: -9; SIRT5 block: 15; ARNT TACC3 PPI: 15*; DENV2 CPE: -1; Casp6 inh: 1; PAX8 reporter: -6; EWS-Fli inh: 1

What do the screens show for `C[C@@H]1CCCCO[C@@H](CN(C)C(=O)Nc2cccc3ccccc23)[C@@H](C)CN([C@@H](C)CO)C(=O)c2cc(N(C)C)ccc2O1`?
LGR2 antag: 15; PAX8 reporter: 44; EWS-Fli inh: 9

What do the screens show for `CCC1CCCCN1CC(=O)Nc1cc(C)nn1-c1nc(C)cc(C)n1` (stereo not given)?
LGR2 antag: 2; SIRT5 block: -2; ARNT TACC3 PPI: 3; DENV2 CPE: 0; Casp6 inh: 3; EWS-Fli inh: 17

How did O=C(CCCc1ccccc1)N1CCN(C2CCCCC2)CC1 do in these assays?
LGR2 antag: -10; SIRT5 block: 0; ARNT TACC3 PPI: 23; DENV2 CPE: 16; Casp6 inh: 1; PAX8 reporter: -96; EWS-Fli inh: -49

How did Cc1cc(C=O)c(C)n1-c1sc2c(c1C(=O)O)CCCC2 do in these assays?
LGR2 antag: 1; ARNT TACC3 PPI: -24; PAX8 reporter: 4

How did C[C@@H]1CCCCO[C@H](CN(C)S(=O)(=O)c2ccccc2)[C@@H](C)CN([C@@H](C)CO)C(=O)c2cc(NC(=O)CCC(F)(F)F)ccc2O1 do in these assays?
LGR2 antag: -6; SIRT5 block: -2; ARNT TACC3 PPI: 4; DENV2 CPE: 2; Casp6 inh: -2; PAX8 reporter: -3; EWS-Fli inh: -11

How did C[C@@H]1CN([C@@H](C)CO)C(=O)c2cc(C#Cc3cccc(F)c3)cnc2O[C@H]1CN(C)C(=O)c1ccccc1F do in these assays?
LGR2 antag: 13; SIRT5 block: 5; ARNT TACC3 PPI: -3; DENV2 CPE: -3; Casp6 inh: 2; EWS-Fli inh: 2

Four compounds already listed, sorted by molecular weight, highest first.
What do the screens show for `CC(=O)c1ccc(S(=O)(=O)N2CCC3(CC2)CC(=O)c2ccccc2O3)cc1`?
LGR2 antag: 4; SIRT5 block: 1; ARNT TACC3 PPI: 1; DENV2 CPE: 1; Casp6 inh: -1; PAX8 reporter: -2; EWS-Fli inh: 2

Results for COc1ccc(SCC(=O)Nc2ccc(N3CCN(C)CC3)c(F)c2)cc1 ?
LGR2 antag: 10; SIRT5 block: 1; ARNT TACC3 PPI: 0; DENV2 CPE: 6; PAX8 reporter: 10; EWS-Fli inh: -8

How did O=C(CCCc1ccccc1)N1CCN(C2CCCCC2)CC1 do in these assays?
LGR2 antag: -10; SIRT5 block: 0; ARNT TACC3 PPI: 23; DENV2 CPE: 16; Casp6 inh: 1; PAX8 reporter: -96; EWS-Fli inh: -49

What do the screens show for `C/C(Cl)=C\C[N+](C)(C)CC(=O)OCCc1ccccc1`?
LGR2 antag: -4; SIRT5 block: -3; DENV2 CPE: 3; Casp6 inh: -4; PAX8 reporter: -1; EWS-Fli inh: 14

New compounds follow
What do the screens show for `Cc1ccc(S(=O)(=O)NC(=NC2CCCCC2)c2ccccc2)cc1`?
LGR2 antag: 0; SIRT5 block: 0; ARNT TACC3 PPI: 2; DENV2 CPE: -5; Casp6 inh: 9; PAX8 reporter: 4; EWS-Fli inh: -10

What do the screens show for `Nn1c(COc2cccc(Cl)c2)nc2ccccc2c1=O`?
LGR2 antag: -9; ARNT TACC3 PPI: -8; PAX8 reporter: -32

How did CCOc1ccc(-c2nnn(CC(=O)Nc3cc(OC)ccc3OC)n2)cc1OCC do in these assays?
LGR2 antag: -19; SIRT5 block: 2; ARNT TACC3 PPI: 2; DENV2 CPE: 6; Casp6 inh: 4; EWS-Fli inh: 15

How did C[C@H](CO)N1C[C@H](C)[C@H](CN(C)C(=O)Nc2cccc3ccccc23)Oc2ccc(NC(=O)C3CC3)cc2CC1=O do in these assays?
LGR2 antag: 21; PAX8 reporter: 3; EWS-Fli inh: -1

How did O=C(C[C@H]1C=C[C@H](NS(=O)(=O)c2ccccc2)[C@H](CO)O1)N1CCc2ccccc2C1 do in these assays?
LGR2 antag: 17; SIRT5 block: -3; DENV2 CPE: -5; Casp6 inh: 3

Results for COc1ccc(C(=O)c2ccccc2Cl)cc1OC ?
LGR2 antag: -44; SIRT5 block: 1; ARNT TACC3 PPI: 5; DENV2 CPE: 2; Casp6 inh: -1; PAX8 reporter: -19; EWS-Fli inh: 3

What do the screens show for `CCCCCCOc1ccc(C(CC(N)=O)C(=O)O)cc1` (stereo not given)?
LGR2 antag: 11; SIRT5 block: 0; ARNT TACC3 PPI: -9; DENV2 CPE: 8; Casp6 inh: 9; PAX8 reporter: -10; EWS-Fli inh: -2

Results for CC(=O)Nc1ccc(-c2ccnc3c2CC(C(=O)NCC2CC2)O3)cc1 (stereo not given) ?
LGR2 antag: 12; SIRT5 block: -4; DENV2 CPE: 3; Casp6 inh: 2; PAX8 reporter: 19; EWS-Fli inh: 6

What do the screens show for `O=S(=O)(NCc1ccccc1)c1ccc(S(=O)(=O)NCC2CCCO2)cc1` (stereo not given)?
LGR2 antag: 2; SIRT5 block: 1; ARNT TACC3 PPI: -8; DENV2 CPE: 2; Casp6 inh: 0; PAX8 reporter: 5; EWS-Fli inh: 7

What do the screens show for `Nc1ccc(C(=O)C(=O)c2ccccc2)cc1`?
LGR2 antag: 9; SIRT5 block: -1; ARNT TACC3 PPI: 3; DENV2 CPE: -2; Casp6 inh: -1; PAX8 reporter: -9; EWS-Fli inh: -12

What do the screens show for `Cc1ccc(C2=NS(=O)(=O)N(C)C(C(=O)NCc3ccc(F)cc3)=C2)cc1`?
LGR2 antag: 1; SIRT5 block: 2; ARNT TACC3 PPI: -9; DENV2 CPE: -2; Casp6 inh: 0; PAX8 reporter: 18; EWS-Fli inh: 7

How did Cc1ccc(/C=N/N=C2/NC(=O)CS2)o1 do in these assays?
LGR2 antag: -19; SIRT5 block: 6; ARNT TACC3 PPI: -8; DENV2 CPE: 3; Casp6 inh: -2; PAX8 reporter: 13; EWS-Fli inh: 0

What do the screens show for `COC(CN(C)C(C(=O)NC1CCCCC1)c1ccccc1)OC` (stereo not given)?
LGR2 antag: -2; SIRT5 block: 0; ARNT TACC3 PPI: -4; DENV2 CPE: -8; Casp6 inh: 0; PAX8 reporter: 18; EWS-Fli inh: -7

How did COc1ccccc1N1CCN(C(=O)CCN2C(=O)c3cccc4cccc(c34)C2=O)CC1 do in these assays?
LGR2 antag: 8; SIRT5 block: 4; ARNT TACC3 PPI: -1; DENV2 CPE: -1; Casp6 inh: 4; PAX8 reporter: 2; EWS-Fli inh: -3

How did CCN(c1cccc(C)c1)C1C(=O)c2ccccc2N1C(C)=O (stereo not given) do in these assays?
LGR2 antag: 4; SIRT5 block: -1; ARNT TACC3 PPI: -1; DENV2 CPE: inconclusive; Casp6 inh: 5; PAX8 reporter: 24; EWS-Fli inh: 10

How did Cc1cc(N/N=C2\CC(C)CC(C)(C)C2)nc2ccccc12 (stereo not given) do in these assays?
LGR2 antag: -17; SIRT5 block: -2; ARNT TACC3 PPI: 7; DENV2 CPE: 1; Casp6 inh: 0; PAX8 reporter: -3; EWS-Fli inh: 14

Results for O=C(NN1C(=O)C2C3C=CC([C@@H]2C1=O)C31CC1)c1ccccc1 (stereo not given in full) ?
LGR2 antag: -9; SIRT5 block: -6; ARNT TACC3 PPI: -9; DENV2 CPE: 7; Casp6 inh: -4; PAX8 reporter: 11; EWS-Fli inh: 5

Results for COc1ccccc1NC(=O)N1CC(=O)N2[C@H](C1)[C@H](c1ccc(C#Cc3ccc(F)cc3)cc1)[C@@H]2CO ?
LGR2 antag: -3; SIRT5 block: 6; DENV2 CPE: 5; Casp6 inh: -1

Screening data (PubChem)
